Screening data deposited in PubChem BioAssay by The Scripps Research Institute Molecular Screening Center.
mABHD4 FP = ABHD4 (mouse) inhibition, primary FP screen. inhibition, % at 8.92 µM. Q8VD66. hit rate 0.54% among 370,000. AID 720543. purified mABHD4, FP-Rh probe fluorescence polarization;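 active = inhibition exceeding the mean over every tested compound plus 3 SD, cut at about 30% in these data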;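 note: 0% = plate median of compound wells and 100% = S159A mutant with DMSO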
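Assay system: Wild-type mouse ABHD4 protein | Medium: HEPES pH 7.0 buffer, 150 mM NaCl, 0.01% Pluronic F-127 | Incubation: Enzyme–compound pre-incubation 45 min, then probe 60 min, both 25 °C | Technique: Fluorescence polarization with parallel and perpendicular emission, 525/598 nm | Evaluation: % inhibition of FP-Rh probe binding versus controls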
HTRA1 inhibitor = HTRA1 (human) protease inhibition; AID 504803; recombinant HTRA1, FP-rhodamine activity-based probe, fluorescence polarization; hit rate 0.5% among 340,000; inhibition, % at 5.96 µM; in the data active = inhibition above about 36%;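 note: 0% = enzyme with DMSO and 100% = wells lacking enzyme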
PRMT1 FP inh = blocks human protein arginine methyltransferase 1; AID 652257; Q99873; inhibition, % at 2.79 µM; recombinant PRMT1, activity-based probe fluorescence polarization; hit rate 1.3% among 370,000;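 active = inhibition above about 21% made by adding two undisclosed values, limit read from the data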
UHRF1 MBD2 ctr = human UHRF1 methylated DNA binding inhibitors | Q96T88 | UHRF1 binding to methylated oligo, TR-FRET | inhibition, % at 4.4 µM | hit rate 0.75% among 370,000 | AID 687016; in the data active = inhibition above about 21%;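 note: UHRF1 SRA domain binding a hemimethylated CpG hairpin DNA probe; 0% = median of test compound wells and 100% = reference inhibitor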
PG9 binder = binds the HIV-1 gp120 antibody PG9; TR-FRET gp120-PG9 antibody binding; inhibition, % at 6.7 µM; hit rate 0.43% among 360,000; AID 624416; in the data active = inhibition above about 8.5%
TCR CD3 inh = inhibitors of human TCR-CD3 interaction; inhibition, % at 9.4 µM; AID 651800; hit rate 0.37% among 360,000; TAMRA-labeled TCR probe fluorescence, biochemical; in the data active = inhibition above about 19%;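 note: recombinant mutant TCR 2C K166C tagged with TAMRA read by polarization; 0% = receptor in buffer alone and 100% = receptor with positive control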
SIAE primary = human SIAE inhibition, primary screen | Q9HAT2 | hit rate 0.69% among 370,000 | inhibition, % at 9.66 µM | SIAE FP-Rh probe binding, fluorescence polarization;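 active = inhibition above a cutoff: mean of compounds within the control limits plus 3 SD of those, cut at about 17% in these data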;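 note: 0% = plate median of compound wells and 100% = probe without SIAE protein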
DDE Tn7 FP inh = inhibitors of Tn7 peptide binding to human fibrin DD(E) | P02675 | FP displacement of FITC-Tn7 peptide from fibrin DD(E); 0% = median of compound wells per plate | inhibition, % at 8.3 µM | hit rate 0.13% among 370,000;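 active = inhibition above the mean of compounds falling within the control limits plus 3 SD of them, cut at about 14% in these data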;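 note: 0% = plate median of compound wells and 100% = 10 µM Aha-Tn7 peptide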
Target sequence (P02675 whole entry, looked up): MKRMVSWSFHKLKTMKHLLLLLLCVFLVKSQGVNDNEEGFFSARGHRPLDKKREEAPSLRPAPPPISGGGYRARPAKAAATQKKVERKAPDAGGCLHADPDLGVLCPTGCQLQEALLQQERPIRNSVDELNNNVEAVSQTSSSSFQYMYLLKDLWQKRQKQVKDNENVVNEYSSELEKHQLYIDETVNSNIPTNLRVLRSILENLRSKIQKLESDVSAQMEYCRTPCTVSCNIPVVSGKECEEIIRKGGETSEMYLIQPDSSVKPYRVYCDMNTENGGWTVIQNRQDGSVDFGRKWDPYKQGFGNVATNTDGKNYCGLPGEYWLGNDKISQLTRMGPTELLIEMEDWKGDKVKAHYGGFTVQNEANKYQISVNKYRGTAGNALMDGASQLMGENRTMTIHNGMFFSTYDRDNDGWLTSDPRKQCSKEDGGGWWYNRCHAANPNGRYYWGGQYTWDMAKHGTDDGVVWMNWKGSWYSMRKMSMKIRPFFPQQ
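system = human fibrin DD(E) protein | quantity = DD(E) 2 µM final | medium = Tris/NaCl/CaCl2 buffer, pH 7.8 | also added = labelled Tn7 tracer, 0.1 µM | compound dosing = single point at 8.3 µM | timing = compound with protein 10 min, then 3 h after probe, room temperature | signal = FP measurement | benchmarks = Aha-Tn7 high control | repeats = one replicate per compound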
LEDGF integ inh = blocks HIV-1 LEDGF/p75-dependent DNA integration | TR-FRET IN-LEDGF/p75 DNA integration, Eu/Cy5 | inhibition, % at 3.7 µM | hit rate 0.64% among 370,000;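 active = inhibition above the screen-wide mean plus 3 SD, cut at about 13% in these data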;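 note: signal is the Cy5 over europium emission ratio at 671 and 618 nm; 0% = plate median of compound wells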
TDP2 inh = TDP2 (human) inhibition, absorbance primary screen. O95551. recombinant TDP2, T5PNP hydrolysis, p-nitrophenol absorbance 415 nm. inhibition, % at 12.8 µM. hit rate 0.34% among 370,000. AID 720702;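 active = inhibition above the mean of all tested compounds plus 3 SD, set per campaign, cut at about 25% in these data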;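 note: 0% = DMSO with enzyme and 100% = buffer with substrate but no TDP2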
Target sequence (O95551 whole entry, looked up): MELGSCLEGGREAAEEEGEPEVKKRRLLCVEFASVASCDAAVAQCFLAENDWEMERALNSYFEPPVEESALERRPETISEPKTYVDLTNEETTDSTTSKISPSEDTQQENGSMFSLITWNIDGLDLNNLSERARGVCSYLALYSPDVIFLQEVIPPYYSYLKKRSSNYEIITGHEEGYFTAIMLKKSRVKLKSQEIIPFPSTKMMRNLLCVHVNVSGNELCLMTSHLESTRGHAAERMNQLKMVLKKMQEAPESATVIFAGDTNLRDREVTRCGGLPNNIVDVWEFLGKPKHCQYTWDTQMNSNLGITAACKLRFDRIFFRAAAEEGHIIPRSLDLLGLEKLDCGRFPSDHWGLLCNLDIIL
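Evaluation: % inhibition relative to enzyme-containing and enzyme-free wells. Material: recombinant human TDP2. Benchmarks: enzyme-free and DMSO wells. Timing: enzyme reaction with compound for 2 h at 37 °C. Compound dosing: 12.8 µM only. Measured by: p-Nitrophenol epi absorbance. Reagent: T5PNP substrate at 5 mM, a TopII-DNA adduct mimic. Replication: single well per compound.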
* marks the source's active call; other numbers are inactive results; nt = not tested or not shown.

SMILES	mABHD4 FP	HTRA1 inhibitor	PRMT1 FP inh	UHRF1 MBD2 ctr	PG9 binder	TCR CD3 inh	SIAE primary	DDE Tn7 FP inh	LEDGF integ inh	TDP2 inh
COc1ccc(C2Nc3cc(OC)ccc3-n3cccc32)cc1 (centres undefined)	-12	-3	0	3	-2.4	0	-2	-8	7	-4
O=C(CCC(=O)c1cccs1)Nc1nc2ccccc2s1	-3	-18	6	-1	0.3	-2	-12	3	-2	-7
COc1ccc(OC)c(S(=O)(=O)Nc2cccc3ccc(O)cc23)c1	7	2	-4	-2	-4.9	3	9	-7	0	17
CCO[C@H]1OC(C(N)=O)=C[C@@H](c2coc3ccccc3c2=O)[C@@H]1CCCO	6	-1	-2	0	1.0	3	9	-2	1	11
CCCCCC(CC(=O)NO)C(=O)NC(C(=O)N1CCCC1CO)C(C)C (centres undefined)	6	-3	-3	0	-2.2	6	9	8	-2	9
O=C(COC(=O)c1ccccc1SCC(=O)N1CCCC1)Nc1ccccc1OC(F)F	-20	-12	2	-2	0.5	-3	4	-1	5	1
Cn1cnc2nc3n(c2c1=O)CCC3	-4	9	5	6	0.0	-2	-2	0	-1	-9
O=C(CSc1nnc(-c2ccccc2)n1C1CCCCC1)Nc1ccc(S(=O)(=O)Nc2ccccn2)cc1	-1	1	-2	-2	-0.5	9	-14	4	0	-6
O=C(Nc1cccc(C(F)(F)F)c1)Nc1nnc([C@@H]2C[C@H](O)[C@@H](CO)O2)s1	-16	nt	-6	0	-1.9	6	-7	-1	4	-2
COc1ccc(CC(=O)OCc2cc3ccc(C)cc3[nH]c2=O)cc1	5	-10	0	-2	17*	6	-5	2	0	1
CCN1CCN(C(=O)C23CCC(C)(C(=O)C2Br)C3(C)C)CC1 (centres undefined)	5	6	0	1	-0.9	-7	1	-4	0	0
O=C(NCc1ccc2c(c1)OCO2)C(=O)NCC1OCCCN1S(=O)(=O)c1ccc(F)cc1 (centres undefined)	4	7	3	3	-1.0	2	0	-1	1	6
O=[N+]([O-])c1cccc(COc2ccccc2CN2CCOCC2)c1	1	3	-4	-4	0.0	-5	-2	-6	5	-5
CCN(CC)c1ncnc2c1ncn2[C@H]1CN(C2CCCC2)C[C@@H](CO)O1	9	nt	2	0	0.9	-8	-2	-1	-1	3
O=c1c(Cl)c(N2CCN(c3ccc(F)cc3)CC2)cnn1C12CC3CC(CC(C3)C1)C2	-7	7	-1	-3	-1.2	3	3	-1	1	-8
C[C@H](CO)N1C[C@H](C)[C@@H](CN(C)S(=O)(=O)c2cccc(C#N)c2)OCc2cnnn2CCCC1=O	-5	0	8	6	-1.6	-2	-4	7	2	-7
CCN(CC)Cc1c(O)c(Cl)cc2c(C)c(C)c(=O)oc12	1	11	0	-1	1.7	8	7	4	-1	-7
CCCn1c(C)cc(C(=O)COC(=O)c2ccc(Cl)c(S(=O)(=O)N3CCCC3)c2)c1C	-4	-17	-1	-2	-2.4	8	-12	5	-3	-8
COc1cc(C(=O)N2CCOC23CCN(Cc2ccccc2)CC3)cc(OC)c1OC	-4	-1	2	1	-3.6	-6	8	1	3	-2
COC(=O)[C@H](CCSC)NC(=O)Cn1cc(C)c(=O)[nH]c1=O	-3	1	-2	-2	0.6	-3	-1	-4	-3	3
C=CCN1CC(=O)N2C(C)c3[nH]c4ccccc4c3C[C@H]2C1=O (some centres undefined)	2	-1	-1	-4	-0.5	-3	4	7	-1	20
Cc1ccnc(NC(=O)c2ccc(N3C(=O)CCC3=O)cc2)c1	-3	3	1	0	-1.0	0	-2	1	-2	1
COC(=O)c1cc(Br)c(=O)n(-c2ccc(F)cc2)c1	-4	0	-3	-2	6.0	4	-1	-1	0	-2
CCOC(=O)c1ccc(NC(=O)c2nc[nH]c2C(=O)NCCCCNC(=O)c2[nH]cnc2C(=O)Nc2ccc(C(=O)OCC)cc2)cc1	1	-4	-5	-3	-0.4	2	-21	0	0	10
COC(=O)c1sc2ncn(CC(=O)N(C)C3CCCCC3)c(=O)c2c1C	-3	-1	3	0	-1.6	7	-4	1	-2	-8
O=C(c1cc2ccccc2o1)N1CCN(S(=O)(=O)c2cccs2)CC1	-2	-8	2	-1	-2.3	4	1	-7	-2	15
Cc1cnn(CCC(=O)NNC(=S)Nc2cccc(Cl)c2)c1	3	0	0	-1	-1.4	3	1	-13	5	-13
O=C(CSc1nnc(NC(=O)c2ccc(F)cc2F)s1)NC1CCCC1	-2	-3	2	-2	-0.3	1	-2	-5	2	9
O=C(Nc1cccc2cccc(NC(=O)c3ccco3)c12)c1ccco1	23	15	10	-7	1.1	2	9	5	5	12
CCOC(=O)C1=C(C)NC2=C(C(=O)CCC2)C1c1ccc(O)c(OCC)c1 (centres undefined)	-1	11	3	-2	1.1	-2	8	4	0	-2
COc1ccc(N2CC(C(=O)Nc3nc4ccccc4s3)CC2=O)cc1 (centres undefined)	-17	-5	-4	-2	0.5	-2	-9	-2	4	-18
CCOc1ccc(S(=O)(=O)N2CCC(C(=O)NCc3ccncc3)CC2)cc1Cl	3	3	0	-2	0.2	-1	-12	5	2	22
O=C(c1cc(COc2ccc(F)cc2Cl)on1)N1CCCCC1c1cccnc1 (centres undefined)	5	-3	-1	-2	0.8	9	-2	2	0	15
Cc1ccc(S(=O)(=O)N2CCN(C(=O)C(C)Cn3cncn3)CC2)cc1 (centres undefined)	2	5	-1	3	-1.3	-2	-2	0	5	7
Cc1ccc(/C=N/NC(=O)c2nc3nc(C)cc(C)n3n2)cc1	5	7	0	-4	0.8	6	11	-4	2	8
COc1ccc(-c2noc(-c3ccccc3C(=O)NCC3CCCO3)n2)cc1 (centres undefined)	-3	-3	-8	2	-0.7	6	-1	-9	4	-13
CC(NC(=O)Cn1cnnn1)c1cccc(C(F)(F)F)c1 (centres undefined)	5	-7	1	1	0.8	6	3	1	-3	-5
O=c1c2ccccc2nnn1Cc1ccccn1	-9	-1	-2	0	-4.3	0	-2	-4	4	0
CCc1cc2c(=O)c(-c3nc4ccccc4n3C)c(CCCC(=O)O)oc2cc1OC(=O)C(C)(C)C	5	11	1	1	-1.6	-3	1	-6	-4	14
CC(Oc1ccc(Cl)cc1Cl)C(=O)Nc1cccnc1 (centres undefined)	-21	-1	0	4	-0.8	-2	-5	-2	-2	-16
CCc1nc(SCC(=O)c2cccs2)c2oc3ccccc3c2n1	-3	-13	-3	-3	-0.5	1	-8	-1	0	13
CC(NC(=O)/C(=C\c1ccco1)NC(=O)c1ccccc1Br)C(=O)O (centres undefined)	6	-2	5	-3	-3.3	-2	3	2	3	-10
COC(=O)Nc1cc(C(=O)c2ccc(Cl)cc2Cl)c[nH]1	-45	-13	24*	-1	-2.1	-39	-18	2	-6	-10
Cc1cccc2cc(CN(CC3CCCO3)C(=S)Nc3ccccc3)c(=O)[nH]c12 (centres undefined)	-14	2	-3	5	-1.7	4	0	1	-3	10
CC(C)Cn1c(=O)c(C(=O)N/N=C/c2cccc(F)c2)c(O)c2ccccc21	3	0	-2	-4	-3.9	4	11	-4	7	-8
Cc1ccc(NC(=S)NCc2ccc3c(c2)cc(C)n3C)c(C)c1	4	0	-1	-1	-0.1	3	7	2	3	2
